# From PubChem
# MEP2 TOR yeast = modulators of MEP2-GFP levels in yeast, primary screen, S. cerevisiae, multiplex flow cytometry, MLPCN library; actives 0.51% (n = 330,000); S. cerevisiae MEP2-GFP strain, 3 h; 100% = DMSO control level; GFP response vs DMSO, % at 10 µM; AID 2016, 2009;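 active means GFP response versus DMSO above a set limit, roughly screen mean plus 3 SD, cut at about 180% in these data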;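 further: median GFP fluorescence of the barcode-gated MEP2-GFP cells per well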
# proCasp3 act = activators of human procaspase-3 D3A mutant, primary screen, biochemical, absorbance, PC-3 D3A mutant, single concentration; Caspase-3 (Homo sapiens), P42574; actives 0.11% (n = 330,000); activation, % at 8.5 µM; recombinant procaspase-3 D3A, Ac-DEVD-pNA absorbance 405 nm;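 active means activation above the mean of all tested compounds plus 3 SD, cut at about 21% in these data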;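 further: 0% = DMSO alone and 100% = DMSO wells spiked with extra 5 µM PC-3 D3A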
#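 Evaluation: percent activation relative to control range; Material: Procaspase-3 D3A mutant, all three cleavage aspartates alanine; Compound: single dose, 8.5 µM nominal compound, 0.8% DMSO; Replication: one well per compound; Signal: absorbance at 405 nm, 0 and 120 min; Schedule: 1 h preincubation plus 2 h reaction at 25 °C.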
# ZTA counter = ZTA (EBV) inhibition in EBNA-1 counter-screen; actives 0.15% (n = 320,000); ZTA-DNA binding, fluorescence polarization; inhibition, % at 11 µM; in the data active means inhibition above about 33%
# RPL19A TOR yeast = RPL19A-GFP expression modulators in yeast, primary screen, cell-based, S. cerevisiae, multiplex flow cytometry, MLPCN; percent response vs DMSO, % at 10 µM; S. cerevisiae RPL19A-GFP strain, 3 h; active compounds read low; actives 0.3% (n = 330,000);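 active means percent response vs DMSO below 50%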;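 further: median channel GFP fluorescence of the barcoded RPL19A-GFP strain; ratio of sample median GFP to plate DMSO average so 100% = DMSO; lower means less RPL19A-GFP as with rapamycin TOR inhibition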
# AHR activator = AHR activators, primary screen, cell-based, luminescence, luciferase reporter, human. Aryl hydrocarbon receptor (Homo sapiens), P35869. AHR-responsive luciferase reporter cells. activation, % at 5 µM. actives 2.5% (n = 320,000); in the data active means activation above about 47%;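 further: 0% = vehicle wells and 100% = reference agonist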
# proCasp7 act = procaspase-7 activators, primary screen, counter-screen for procaspase-3 activator project, biochemical, absorbance, HTS, human. Caspase-7 (Homo sapiens), P55210. recombinant procaspase-7, Ac-DEVD-pNA absorbance 405 nm; D23A/D198A/D206A triple mutant, cannot self-cleave; scale: DMSO 0, 5 µM enzyme 100. activation, % at 8.5 µM. actives 0.093% (n = 330,000). AID 463210, 2010;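 active means percent activation above the screen-wide mean plus 3 SD, cut at about 25% in these data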
#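 Detection: p-Nitroaniline absorbance at 405 nm, read at 0 and 120 min; system: Uncleavable procaspase-7 mutant enzyme; evaluation: % activation from two-timepoint absorbance difference, scaled to controls; times: 1 h enzyme–compound preincubation and 2 h substrate reaction, both 25 °C; buffer or medium: Zinc-free HEPES pH 7.4 with 300 mM NaCl, 0.01% Triton X-100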
# LAP4-GFP MLPCN = modulators of LAP4-GFP expression in yeast, primary screen, S. cerevisiae, multiplex flow cytometry, MLPCN library; GFP response vs DMSO, % at 10 µM; actives 0.34% (n = 320,000); 3 h; median GFP as percent of DMSO wells; AID 2023, 2009;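 active means GFP response vs DMSO above a set limit, about the screen mean plus 3 SD, cut at about 150% in these data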
# EBNA-1 inhibitor = EBNA-1 DNA-binding inhibitors, primary screen, biochemical, fluorescence polarization; actives 0.34% (n = 300,000); inhibition, % at 14.8 µM; AID 1950, 2009; in the data active means inhibition above about 28%
# Numbers without * were called inactive; x = not tested or not shown.
SMILES,MEP2 TOR yeast,proCasp3 act,ZTA counter,RPL19A TOR yeast,AHR activator,proCasp7 act,LAP4-GFP MLPCN,EBNA-1 inhibitor
CN(c1ccccc1)S(=O)(=O)c1ccc(NC(=O)C2CC2)cc1,102,9,-5,100,0,-10,98,-10
CO/N=C/c1ccc(N2CCN(C(=O)c3ccc(Cl)cc3Cl)CC2)c([N+](=O)[O-])c1,116,-2,-14,99,2,3,121,-4
Cc1cc(C)n2nc(SCC(=O)N3CCCC(C)C3)nc2n1 (stereo unspecified),103,7,x,98,15,-2,89,x
COc1ccc(-c2cn(-c3ccccc3)nc2CO)cc1,97,-2,-12,96,8,7,92,0
COCCN(C(=O)COC(=O)/C=C/c1ccc2c(c1)OCO2)c1c(N)n(Cc2ccccc2)c(=O)[nH]c1=O,102,8,-4,104,-1,0,108,11
CON(C)C(=O)C[C@@H]1C[C@H](OC(=O)c2ccc([N+](=O)[O-])cc2)CN1C(=O)OC(C)(C)C,96,1,x,94,1,2,96,x
Cc1ccc(COC(=O)Cc2coc3cc(O)ccc23)cc1,100,7,-2,95,-1,4,123,3
CCCCc1ccc(NC(=O)CC(C)=O)cc1,110,1,2,107,1,-2,110,-6
Cc1nnc(N2CCCC(C(=O)NCc3cccc(F)c3)C2)c2nn(-c3ccccc3)c(C)c12 (stereo unspecified),105,2,4,99,4,1,101,-8
CCn1c(CNc2cccc(Cl)c2)nnc1SCC(=O)OC1CCCCC1,100,-7,0,97,-1,-4,106,-4
Cc1ccc(-c2nnc(-c3ccccc3)c(-c3ccccc3)n2)cc1,108,2,-5,91,3,-2,114,-4
O=C(NC(=S)Nc1ccccc1O)c1cncc(Br)c1,104,-11,-1,97,54*,-9,139,7
CC1CC(C)CN(CCCNC(=O)c2ccc(CNS(=O)(=O)c3ccc(F)cc3)cc2)C1 (stereo unspecified),101,1,-4,100,-1,8,98,2
Cc1cc(NC(=O)C2CC(=O)N(c3ccccc3C)C2)no1 (stereo unspecified),99,1,-6,101,0,5,89,-15
Cc1ccc(CSc2nnc(-c3cnccn3)n2C)cc1,97,2,-7,96,-2,4,116,-5
CC1CC(C)CN(C(=O)CSCC(=O)Nc2nc(-c3cccs3)cs2)C1 (stereo unspecified),86,-6,3,88,18,-1,85,7
c1ccc(OCCCCn2cnc3ccccc32)cc1,88,1,-9,86,-6,-6,85,-6
Cc1cc(NC(=O)COC(=O)c2ccccc2O)no1,95,5,x,95,0,3,96,x
CCC1COCCS(=O)(=O)N1Cc1ccccc1F (stereo unspecified),84,4,-6,98,-1,-12,99,8
CC(C)Oc1ccc(C(=O)NCC(=O)O)cc1,104,3,-5,98,2,-8,100,-2
O=C(/C=C/c1cccc([N+](=O)[O-])c1)NCCSCc1c(Cl)cccc1Cl,96,9,-6,99,-7,6,98,-11
COc1ccccc1N1CCN(S(=O)(=O)c2cc3[nH]c(=O)c(=O)[nH]c3cc2C)CC1,97,5,-5,95,4,2,103,-7
C#Cc1ccc([C@H]2C=C(C(=O)N3CCOCC3)O[C@@H](OCc3ccc(CO)cc3)C2)cc1,102,-7,-8,102,3,-2,97,2
N#Cc1ccccc1COc1ccc(/C=C/C(=O)O)cc1,93,0,-26,90,-14,6,109,-1

# One compound at a time (already shown). Order of values: MEP2 TOR yeast	proCasp3 act	ZTA counter	RPL19A TOR yeast	AHR activator	proCasp7 act	LAP4-GFP MLPCN	EBNA-1 inhibitor
# CC1CC(C)CN(C(=O)CSCC(=O)Nc2nc(-c3cccs3)cs2)C1 (stereo unspecified) across the screens: 86	-6	3	88	18	-1	85	7
# CC1CC(C)CN(CCCNC(=O)c2ccc(CNS(=O)(=O)c3ccc(F)cc3)cc2)C1 (stereo unspecified) across the screens: 101	1	-4	100	-1	8	98	2

# Following part:
SMILES,MEP2 TOR yeast,proCasp3 act,ZTA counter,RPL19A TOR yeast,AHR activator,proCasp7 act,LAP4-GFP MLPCN,EBNA-1 inhibitor
COc1ccccc1C(=O)COC(=O)CN1C(=O)NC2(CCCC2)C1=O,103,-2,11,98,1,17,107,0
COc1ccc2c(c1)CC/C(=C\C=C\c1ccccc1)C2=O,101,-21,7,99,8,-24,101,-13
CCN(CC)C(=O)CSc1nnc(-c2ccccc2)n1-c1ccccc1,98,2,-3,93,7,-6,93,-10
CC(=O)N/C(=C\c1ccccc1)C(=O)OCC(=O)NC1CCCC1,103,5,-19,98,-2,-1,99,-11
COc1ccc(CCNC(=O)CNC(=O)c2ccc3c(c2)OCO3)cc1OC,103,8,-9,96,3,-6,109,-3
CC1N(C(=O)N2CCOCC2)CCN1S(=O)(=O)c1cccc(C(F)(F)F)c1 (stereo unspecified),100,1,8,104,-1,5,103,0
CC(C)c1ccc(N(CC(=O)NC2CCCC2)C(=O)CCC(=O)Nc2nccs2)cc1,101,9,-8,102,3,1,97,2
COc1ccccc1N1CCN(C(=O)c2cn(Cc3ccccc3)nc2-c2cccnc2)CC1,94,3,-5,95,0,11,98,x
Cc1ccc(S(=O)(=O)/N=C(\N)Nc2nc(C)c3ccccc3n2)cc1,96,-12,6,98,-6,-4,84,10
Cc1ccccc1Cn1nnc(-c2ccc3c(c2)OCO3)n1,94,4,19,89,12,18,90,-7
COc1cccc(C(=O)Nc2ccc3[nH]c(=O)[nH]c3c2)c1OC,93,-4,-5,85,12,8,91,9
CCOc1ccc(NS(=O)(=O)c2ccc(NC(=O)c3cccnc3)c(OC)c2)cc1,110,-1,10,104,7,2,101,-14
Cc1ccc(-c2nnc(CSc3nc4cc5c(cc4cc3C)OCO5)o2)cc1,105,3,-4,104,5,1,103,2
CCN(CC(=O)NCc1cccs1)C(=O)c1cc(S(=O)(=O)N2CCOCC2)ccc1C,102,-2,1,96,-2,-6,99,0
CCOCCCNC(=O)C1CCCN(S(=O)(=O)c2ccc(-n3cnnn3)cc2)C1 (stereo unspecified),103,2,10,105,-2,-9,101,9
CCCCNc1c(-c2ccc(OC)c(SC3CCCCC3)c2)nc2ccc(Cl)cn12,99,-4,x,96,3,-8,101,x
COc1ccc2c(c1OC)C(=O)N1N=C(c3ccc(-c4ccccc4)cc3)CC21 (stereo unspecified),95,1,-7,97,2,-5,89,-17
C=CC[C@@H](CC(=O)N(CCO)Cc1ccccc1)C(=O)NCCOC(=O)[C@H](CC=C)CC(=O)OC(C)(C)C,105,1,x,112,1,8,106,x
CN(C)N1C(N)=C(C#N)C(c2ccc(Br)cc2)C2=C1CC(C)(C)CC2=O (stereo unspecified),101,-6,-1,101,0,4,84,-7
COC(=O)c1cc(OC)c(OC)cc1N1C(=O)CC(C)(C)CC1=O,105,-5,6,99,1,-12,90,4
COC(=O)CCCCC(=O)OC,103,4,1,100,1,7,109,x
CC(/C=C/c1ccco1)=N\NC(=O)COc1ccc(C)c(C)c1,87,4,-7,94,10,6,86,5
Cc1ccc(NC(=O)Cc2cn(C)c3ccccc23)cc1F,103,0,-18,100,22,-9,101,0
CCOc1ccc(NS(=O)(=O)c2ccc(NC(=O)c3ccccn3)cc2)cc1,105,4,-8,99,-1,-8,106,x
CC(=O)c1nn(-c2ccc(Br)cc2)cc1C(=O)c1ccco1,92,7,-1,91,-4,1,93,-10
CCC1=C(OC(=O)N(CC)CC)N2C(=O)OC(=NCC3CC3)[C@]2(Cc2ccccc2)[C@H]2C1=CC[C@H]1C(=O)N(CC)C(=O)[C@H]12,92,-10,-3,98,-3,-1,119,6
O=C(NNC(=O)c1cccc(C(F)(F)F)c1)c1ccc(-n2cnnn2)cc1,100,4,x,103,1,1,92,x
CCOC(=O)CSc1nc2cc(OCC)ccc2cc1C#N,98,1,-35,101,22,-5,100,-10
COCCc1nnc(NC(=O)C(C)C)s1,102,2,-6,102,-1,-4,x,1
O=[N+]([O-])c1ccc(N2CCN(S(=O)(=O)c3ccc4ccccc4c3)CC2)cc1NCc1ccco1,91,13,-18,93,3,-3,87,8
COc1ccc(CCNC(=O)Nc2ccc3c(c2)OCO3)cc1OC,112,-5,-7,113,6,-4,108,0
COc1ccc(NC(=O)CCCCC(=O)Nc2ccc(OC)cc2)cc1,101,10,0,95,2,7,83,-10
NS(=O)(=O)Cc1noc2ccccc12,99,5,14,102,-3,6,103,8
CN(C)S(=O)(=O)c1ccc(N2CCCC2)c(C(=O)Nc2nc3ccccc3s2)c1,101,11,-11,95,26,4,89,-10
O=C1C2CC=CCC2C(=O)N1c1ccc(N2CCN(c3ccccn3)CC2)c([N+](=O)[O-])c1 (stereo unspecified),107,-3,-13,98,3,-1,104,-19
CCOC(=O)c1ccc(N2C(=O)CC(SCC(N)C(=O)OCC)C2=O)cc1 (stereo unspecified),105,-12,-15,101,0,-8,102,-5
CS(=O)(=O)N(CC(=O)N1CCc2ccccc2C1)c1cccc(F)c1,106,-11,9,102,0,2,104,-12
CCOC(=O)COc1ccc(-c2nnc(-c3ccccc3)o2)cc1,100,2,0,95,-9,10,103,5
COc1ccc(C2C=C(C34CC5CC(CC(C5)C3)C4)NC(=S)N2)cc1OC (stereo unspecified),96,-3,9,96,-2,-2,84,-20
C/C(=N\S(=O)(=O)c1ccc(C)cc1)N1CCCCC1,98,1,6,98,1,0,100,10
O=C(O)C1CC=CCC1C(=O)NCc1ccc2c(c1)OCO2 (stereo unspecified),95,7,15,97,-1,10,99,8
Cc1ccc(NC(=O)C2CCN(S(=O)(=O)c3ccc4[nH]c(=O)ccc4c3)CC2)c(C)c1,99,7,5,100,1,3,101,7
COc1ccc(/C=C(\NC(=O)c2ccccc2)C(=O)NCc2ccco2)cc1OC,106,3,8,103,0,-6,94,3
Cc1cc2nccc(-c3ccc(Cl)cc3Cl)n2n1,92,3,16,96,-1,-2,88,14
CCC(C(=O)NCCC(C)C)n1ccc2cc(S(=O)(=O)N3CCCCC3)ccc21 (stereo unspecified),88,7,-5,96,4,5,86,-9
C#CCn1cc(Cl)cc(C(=O)Nc2ccccc2)c1=O,102,3,1,99,62*,-6,92,-3
C=CC[C@@H](CC(=O)N[C@@H](CO)Cc1ccccc1)C(=O)N[C@H](COC(=O)[C@@H](CC=C)CC(=O)OC(C)(C)C)Cc1ccccc1,96,0,x,92,-2,12,90,x
Cc1cn2c(N)c(/C=C3\C=Nc4ccccc43)c(=O)nc2s1,98,-18,7,97,111*,-8,102,1
COc1ccc(C(CC(=O)O)NC(=O)Nc2ccccc2)cc1OC (stereo unspecified),107,-3,3,111,1,-7,101,-20
COc1ccc([C@H]2CC(=O)C=C(c3ccc(F)cc3OCc3ccccc3)C2)cc1OC,94,2,-5,95,3,3,100,x
Cc1c(NS(=O)(=O)c2ccc(Cl)c(C(=O)OCC(=O)NCc3ccco3)c2)c(=O)n(-c2ccccc2)n1C,90,-2,-1,95,1,-8,88,7

# Taken from above:
# COc1ccc(C2C=C(C34CC5CC(CC(C5)C3)C4)NC(=S)N2)cc1OC (stereo unspecified) in RPL19A TOR yeast: 96
# CCC(C(=O)NCCC(C)C)n1ccc2cc(S(=O)(=O)N3CCCCC3)ccc21 (stereo unspecified) in AHR activator: 4
# O=C(O)C1CC=CCC1C(=O)NCc1ccc2c(c1)OCO2 (stereo unspecified) in LAP4-GFP MLPCN: 99
# COc1ccc([C@H]2CC(=O)C=C(c3ccc(F)cc3OCc3ccccc3)C2)cc1OC in LAP4-GFP MLPCN: 100
